Bioassay records: PubChem BioAssay, several laboratories
RGS4 block – inhibitors of human RGS4. 0.45% of 310,000 active. P49798. B-score at 10 µM. HEK293 M3R/RGS4 inducible, Fluo-4 calcium flux; stronger effect = higher value; triggered by carbachol at its EC20;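 active means B-score, a plate-corrected calcium signal, over three deviations above library mean, with baseline fluorescence within five deviations of library mean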;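 further: RGS4 expression induced by doxycycline in cells with stable M3 receptor; B-score is computed from the integrated fluorescence ratio over baseline after carbachol; higher B-score means a larger calcium signal and so more RGS4 inhibition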
Target sequence (P49798 whole entry, looked up): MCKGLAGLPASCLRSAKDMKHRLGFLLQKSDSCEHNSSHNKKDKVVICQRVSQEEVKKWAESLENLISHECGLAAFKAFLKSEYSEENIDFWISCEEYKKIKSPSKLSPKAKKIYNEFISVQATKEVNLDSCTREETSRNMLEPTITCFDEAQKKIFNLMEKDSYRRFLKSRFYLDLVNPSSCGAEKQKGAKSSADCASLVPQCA
TRPC6 activator – mouse TRPC6 channel activation; Q61143; HEK293-TRPC6 membrane potential dye fluorescence; stronger effect = higher value; B-score at 10 µM; 0.13% of 310,000 active;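 active means B-score of the integrated fluorescence ratio above library mean plus 3 SD, and starting fluorescence ratio within library mean plus 5 SD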;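 further: higher score means more depolarization so channel activation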
TMEM16A inh – blocks the mouse calcium-activated chloride channel TMEM16A; 1.2% of 310,000 active; HEK293 TMEM16A/YFP iodide influx fluorescence, ionomycin; normalized B-score (activity score, 25-100; higher = stronger inhibition) at 10 µM; Q8BHY3; AID 588511;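 active means ratio plate-corrected score three or more library SD toward inhibition, starting fluorescence score within five deviations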;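 further: score derived from kinetic fluorescence span divided by baseline fluorescence per well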
TRPC6 inh – blocks the mouse TRPC6 cation channel; Q61143; HEK293-TRPC6, membrane potential dye, ACh-evoked depolarization; stronger effect = lower value; B-score at 10 µM; 1.1% of 310,000 active;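 active means B-score under library mean minus 3 SD, initial fluorescence not abnormally high, positive integrated signal ratio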;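 further: B-score derived from integrated fluorescence ratio over the kinetic read; more negative B-score means stronger inhibition of depolarization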
MrgX1 allo act – allosterically activates human MrgX1 receptor signaling | Q96LB2 | MrgX1-HEK293, Fluo-4 calcium flux, FDSS; stronger effect = higher value | B-score at 10 µM | 0.63% of 310,000 active;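 active means plate-corrected calcium response at least 3 library SD above typical, normal starting fluorescence, not activating the receptor alone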;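 further: compound read alongside a low EC10 to EC30 dose of BAM8-22 agonist; peak minus trough fluorescence over baseline measured at the second addition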
Target sequence (Q96LB2 whole entry, looked up): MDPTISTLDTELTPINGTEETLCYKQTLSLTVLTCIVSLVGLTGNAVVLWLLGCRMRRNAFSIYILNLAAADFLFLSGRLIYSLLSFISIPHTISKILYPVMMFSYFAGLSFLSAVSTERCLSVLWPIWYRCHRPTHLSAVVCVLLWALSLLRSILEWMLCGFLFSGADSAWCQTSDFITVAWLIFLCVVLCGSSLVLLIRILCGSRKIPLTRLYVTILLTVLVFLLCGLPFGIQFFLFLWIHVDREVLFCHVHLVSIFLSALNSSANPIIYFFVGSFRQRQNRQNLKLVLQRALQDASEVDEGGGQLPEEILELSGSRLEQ
HDAC3 inh – human HDAC3 inhibition | O15379 | inhibition, % at 8.3 µM | AID 2718 | recombinant HDAC3, fluorogenic peptide/trypsin coupled, fluorescence | 0.15% of 320,000 active; in the data active means inhibition above about 26%, passing the limit was not always enough; inconclusive means no clear call, values can overlap the other calls
Target sequence (O15379 whole entry, looked up): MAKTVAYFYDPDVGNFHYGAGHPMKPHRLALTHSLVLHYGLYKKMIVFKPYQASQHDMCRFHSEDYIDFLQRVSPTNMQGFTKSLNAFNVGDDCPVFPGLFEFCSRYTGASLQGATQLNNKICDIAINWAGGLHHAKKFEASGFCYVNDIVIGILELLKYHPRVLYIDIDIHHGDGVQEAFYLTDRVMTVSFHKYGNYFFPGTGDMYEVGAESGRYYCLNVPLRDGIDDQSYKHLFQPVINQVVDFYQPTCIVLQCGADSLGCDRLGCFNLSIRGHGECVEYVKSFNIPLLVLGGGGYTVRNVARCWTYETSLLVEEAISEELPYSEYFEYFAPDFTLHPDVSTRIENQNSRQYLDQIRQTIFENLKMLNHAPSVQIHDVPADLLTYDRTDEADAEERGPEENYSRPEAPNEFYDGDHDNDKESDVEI
MrgX1 ag – human MrgX1 receptor agonism, primary screen. Q96LB2. 0.44% of 310,000 active. MrgX1-HEK293 cells, Fluo-4 calcium fluorescence, agonist mode; stronger effect = higher value. B-score at 10 µM;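 active means calcium response B-score plate-corrected fluorescence ratio at least 3 library SD, with starting fluorescence B-score inside 5 SD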
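Assay system: stable human MrgX1 HEK293 cell line. Quantity: 15,000 cells per well. Schedule: cells plated overnight, dye loaded 0.5 h 37 °C, 0.5 h room temperature. Detection: Fluo-4 NW calcium-flux fluorescence, kinetic read. Read-out basis: peak-minus-minimum fluorescence over baseline, converted to B scores. Control set: positive and negative control wells on each plate.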
RGS4 pot – RGS4 potentiation or activation; HEK293 M3R/inducible RGS4, carbachol calcium flux Fluo4; stronger effect = lower value; B-score at 10 µM; 0.92% of 310,000 active; AID 463111;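 active means B-score of the integrated calcium signal more than 4 SD below the library mean, with starting fluorescence not abnormally high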;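 further: negative B-score means reduced calcium response which marks RGS4 activation or potentiation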
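Reagent: ECmax carbachol challenge; Test system: M3R-expressing HEK293 line, RGS4 induced by doxycycline; Schedule: overnight RGS4 induction, 30 min dye load 37 °C, 20 min compound RT; Detection: calcium dye Fluo4 fluorescence; Read-out: Agonist-evoked peak-minus-minimum fluorescence over baseline, integrated ratio, B score.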
TMEM16A act – activators or potentiators of mouse TMEM16A chloride channel; Q8BHY3; HEK293 TMEM16A/YFP-H148Q/I152L, iodide quench fluorescence; stronger effect = lower value; B-score at 10 µM; 0.3% of 340,000 active;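 active means fluorescence-ratio B-score plate-corrected deviation score at least 3 library SD below zero, with starting fluorescence score within 5 deviations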;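 further: channel opened by trigger with iodide after compound preincubation; score built on the fluorescence ratio of max minus min over baseline; more negative score means more quench and so TMEM16A activation or potentiation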
MrgX1 antagonist – human MrgX1 receptor antagonism, primary screen | 1.3% of 310,000 active | MRGX1-HEK293 calcium flux, Fluo-4, BAM8-22 antagonism; stronger effect = lower value | B-score at 10 µM | Q96LB2;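 active means calcium-response B-score plate-corrected more than 3 library SD below zero, starting fluorescence within 5 deviations, no agonist response on first addition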;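 further: peak minus trough fluorescence over baseline after final BAM8-22 challenge near maximal dose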
SKKanGAS inh – blocks kanamycin growth of S. pyogenes SKKanGAS strain; inhibition, % at 7.5 µM; 1.3% of 300,000 active; AID 1662; BacTiter-Glo, 6 h;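 active means mean replicate score, as percent of positive control median, at least 50; inconclusive means mean below 50 but one replicate at or above 50; inactive means mean and every replicate below 50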;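 further: strain carries kanamycin resistance gene driven by streptokinase promoter and grows in 40 µg/ml kanamycin; loss of luminescence reflects streptokinase promoter inhibition or plain growth inhibition; 0% = median of DMSO wells and 100% = positive control at its reference dose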
* hit, by the source's call; i = inactive; ? = inconclusive; / = no result given.

SMILES	RGS4 block	TRPC6 activator	TMEM16A inh	TRPC6 inh	MrgX1 allo act	HDAC3 inh	MrgX1 ag	RGS4 pot	TMEM16A act	MrgX1 antagonist	SKKanGAS inh
CCOC(=O)c1c(C)[nH]c(C(=O)CSc2ccc(Cl)cc2)c1C	i	i	i	i	i	-1	i	i	i	i	4
O=C(CNC(=O)c1ccc(F)cc1)Nc1ccccc1C(F)(F)F	i	i	i	i	i	-3	i	i	i	i	3
COc1cnn(-c2ccc(Br)cc2)c(=O)c1SCc1ccccc1	i	i	i	i	i	-2	i	i	i	i	1
COc1cc(NC(=O)C/C(C)=N/NC(=O)c2cccs2)c(OC)cc1Cl	i	i	i	i	i	?	i	i	i	i	-7
O=[N+]([O-])c1ccc(OCCCOc2cccc3cccnc23)cc1	i	i	i	i	i	4	i	i	i	i	-4
COCCCNC(=O)/C(C#N)=C/c1ccc(OCC(=O)O)c(OC)c1	i	i	i	i	i	?	i	i	i	i	1
O=C(N/N=C/c1cn(-c2cccs2)nc1-c1ccccc1)c1ccccc1Br	i	i	i	i	i	13	i	i	i	i	14
O=C(CCl)NN1C(=O)NC2(CCCCC2)C1=O	i	i	i	i	i	-7	i	i	i	i	-1
CC1=CCC2([N+](=O)[O-])CN(CC(=O)O)CC1([N+](=O)[O-])C2 (centres undefined)	i	i	i	i	i	6	i	i	i	i	0
Cc1cc(C)cc(OCC(=O)Nc2cccc(-c3nc4ncccc4o3)c2)c1	i	i	i	i	i	4	i	i	i	i	24
O=c1oc2ccccc2nc1/C=C(\O)c1ccccc1	i	i	i	i	i	3	i	i	i	i	-1
Cc1cc(Br)ccc1NC(=S)NCCc1ccccc1	i	i	i	i	i	6	i	i	i	i	/
CCN1CCN(C(=O)C2CCN(S(=O)(=O)c3ccc4c(c3)NC(=O)C(C)S4)CC2)CC1 (centres undefined)	i	i	i	i	i	-5	i	i	i	i	11
O=C(NCCc1ccccc1)C1CC(=O)N(CCc2ccccc2)C1 (centres undefined)	i	i	i	i	i	-1	i	i	i	i	0
CC(=O)c1ccc(OC(=O)c2nc(-c3ccccc3)oc2C)cc1	i	i	i	i	i	0	i	i	i	i	-3
COc1cccc(NC(=O)Cn2c3ccc(OC)cc3c3nc4n(c(=O)c32)CCS4)c1	i	i	i	i	i	-14	i	i	i	i	3
COc1ccc2nc(C)cc(NCc3cccc(C(F)(F)F)c3)c2c1	i	i	i	i	i	-2	i	i	i	i	5
COc1ccc(C(=O)N(C)Cc2ccon2)cc1OC1CCN(C(C)C)CC1	i	i	i	i	i	6	i	i	i	i	3
S=C(NCCc1ccccc1)N/N=C/c1cccc(Cl)c1Cl	i	i	i	i	i	5	i	i	i	i	-4
CCc1ccc(C(=O)NN(C(=O)c2ccc(CC)cc2)C(C)(C)C)cc1	i	i	i	i	i	/	i	i	i	i	-3
CC1CCC(NC(=O)C2c3ccccc3C(=O)N2Cc2cccs2)CC1 (centres undefined)	i	i	i	i	i	-3	i	i	i	i	0
Cc1ccc(NC(=O)c2sc(=S)n(-c3cc(C)ccc3F)c2N)cc1	i	i	i	i	i	3	i	i	i	i	9
Cc1scc(C(=O)NNC(=S)NCC2CCCO2)c1-c1ccccc1 (centres undefined)	i	i	i	i	i	4	i	i	i	i	1
COc1cccc2cc(C(=O)NCc3ccccc3Cl)c(=O)oc12	i	i	i	i	i	5	i	i	i	i	3
CCC(C)(C)n1nnnc1C(C(C)C)N(CCCO)Cc1cc2cc(C)ccc2[nH]c1=O (centres undefined)	i	i	i	i	i	5	i	i	i	i	-6
Cc1csc(NC(=O)c2cccc(Cn3nc(C)c(Br)c3C)c2)n1	i	i	i	i	i	5	i	i	i	i	6
O=C(O)Cc1c[nH]c2cccc(O)c12	i	i	i	i	i	-1	i	i	i	i	5
Cc1c(Cl)cccc1N=C1SCCN1C(=O)CN1C(=O)NC2(CCCC2)C1=O	i	i	i	i	i	13	i	i	i	i	-8
CC(C)C(OC(=O)c1cc2c(s1)CCCCC2)C(=O)NC(N)=O (centres undefined)	i	i	i	i	i	-1	i	i	i	i	-8
Cn1cccc1/C=N/NC(=O)CNc1ccc2ccccc2c1	i	i	i	i	i	2	i	i	i	i	-7
CC(=O)c1ccc(OCc2cc(C(=O)NC(C)c3cnn(C)c3)no2)cc1 (centres undefined)	i	i	i	i	i	9	i	i	i	i	2
CCOc1ccc(NC(=O)CN(C)C(=O)c2ccc(C)c(S(=O)(=O)N3CCCCC3)c2)cc1OCC	i	i	i	i	i	0	i	i	i	i	-1
CCCCNC(=S)N(CCCO)Cc1cc2cc3c(cc2[nH]c1=O)OCCO3	i	i	i	i	i	8	i	i	i	i	-2
CCc1cccc(NC(=O)CCS(=O)(=O)c2cc3c(cc2C)NC(=O)CO3)c1	i	i	i	i	i	1	i	i	i	i	0
O=C1c2ccccc2C(=O)N1CCC(=O)N1CCCc2ccccc21	i	i	i	i	i	-2	i	i	i	i	-16
O=C(Nc1ccnn1C1CCN(CCCC2CCCC2)CC1)c1ccccc1	i	i	i	i	i	10	i	i	i	i	-5
Nc1nc2nonc2nc1N1CCCCC1	i	i	i	i	i	5	i	i	i	i	-1
CC(C)CC(=O)NC(NC(=O)CC(C)C)c1cccc([N+](=O)[O-])c1	i	i	i	i	i	0	i	i	i	i	0
CC(C)(C)c1ccc(S(=O)(=O)N2CCCC2C(=O)N2CCOCC2)cc1 (centres undefined)	i	i	i	i	i	1	i	i	i	i	1
CCN(Cc1ccccc1)C(=O)COC(=O)c1cc(Cl)nc(Cl)c1	i	i	i	i	i	9	i	i	i	i	-18
CC1(C)CC(=O)C2=C(C1)NC(=O)CC2c1ccc(N(CCC#N)CCC#N)cc1 (centres undefined)	i	i	i	i	i	2	i	i	i	i	-3
COc1ccccc1NC(=S)N1CCCCCC1	i	i	i	i	i	3	i	i	i	i	-5
Nc1nonc1-c1nc2ccccc2n1CCC(=O)O	i	i	i	i	i	4	i	i	i	i	10
Cc1ccc2[nH]c3c(c2c1)CN(C(=O)CN1CCSCC1)CC3	i	i	/	i	/	/	/	i	/	/	0
Cc1sc(NC(=O)c2ccc(F)cc2)c(CN2CCCCCC2)c1C	i	i	i	i	i	1	i	i	i	i	-1
COc1ccc(Oc2coc3cc(OCC(=O)N4CCCCC4)ccc3c2=O)cc1	i	i	i	i	i	-5	i	i	/	i	8
COc1ccc(OC)c(S(=O)(=O)N2Cc3ccccc3CC2C(=O)O)c1 (centres undefined)	i	i	i	i	i	-3	i	i	i	i	-2
O=C(O)c1ccc(NC(=S)NC(=O)c2ccc(-c3ccccc3)cc2)cc1	i	i	i	i	i	-6	i	i	i	-5.2*	17
CC(=O)N1CCC(N(CCN2CCOCC2)C(=S)Nc2c(C)cccc2C)CC1	i	i	i	i	i	4	i	i	i	i	1
Cc1cc(C)cc(NC(=O)C2CCCN(S(=O)(=O)c3ccc4[nH]c(=O)ccc4c3)C2)c1 (centres undefined)	i	i	i	i	i	-2	i	i	i	i	-1
COC(=O)c1ccc(NS(=O)(=O)c2cc3c4c(c2)CCC(=O)N4CCC3)cc1	i	i	i	i	i	0	i	i	i	i	2
O=C(c1ccccc1)N1CCOC12CCN(c1ncc(C(F)(F)F)cc1Cl)CC2	i	i	i	i	i	-9	i	i	i	i	-12
CCOC(=O)CS(=O)(=O)CC(=O)Nc1ccc([N+](=O)[O-])cc1OC	i	i	i	i	i	-9	i	i	i	i	-2
COc1ccc(S(=O)(=O)n2nc(-n3c(C)ccc3C)c3c(F)cccc32)cc1OC	i	i	i	i	i	9	i	i	i	i	30
OCCNCCOc1ccccc1F	i	i	i	i	i	-7	i	i	i	i	-1
Cc1ccc(Nc2cc(=O)oc3ccccc23)c(C)c1	i	i	i	i	i	1	i	i	i	i	4
Clc1ccc(OCCOCCN2CCCCC2)c(Br)c1	i	i	i	i	i	1	i	i	i	i	1
O=C(CN(Cc1ccc(Br)cc1)S(=O)(=O)c1ccccc1)NCc1cccnc1	i	i	i	i	i	0	i	i	i	i	-6
Cc1nc2ccccc2nc(=O)c1NNc1ccc([N+](=O)[O-])cc1	i	i	i	i	i	4	i	i	i	i	5
C#Cc1ccc([C@@H]2C=C(C(=O)N3CCN(Cc4ccc5c(c4)OCO5)CC3)O[C@H](OCCCCO)C2)cc1	i	i	i	i	i	-1	i	i	i	i	-1
Remaining list, next part.
SMILES	RGS4 block	TRPC6 activator	TMEM16A inh	TRPC6 inh	MrgX1 allo act	HDAC3 inh	MrgX1 ag	RGS4 pot	TMEM16A act	MrgX1 antagonist	SKKanGAS inh
CC1(CC(=O)O)SC(=O)NC1=O (centres undefined)	i	i	i	i	i	-2	i	i	i	i	6
Cc1ccc(NC(=O)CN2C(=O)CSC2=O)cc1	i	i	i	i	i	1	i	i	i	i	-2
CCOc1cc(C(=O)N[C@@H](C)C(=O)N2CCC3(CC2)NCCc2[nH]cnc23)cc(OCC)c1OCC	i	i	i	i	i	2	i	i	i	i	0
C=C(C)c1cccc(C(C)(C)NC(=O)N2CCCC(C)C2)c1 (centres undefined)	i	i	i	i	i	0	i	i	i	i	-2
O=C1CC2(CCN(C(=O)COc3ccccc3)CC2)Oc2ccccc21	i	i	i	i	i	-9	i	i	i	i	-4
CC(=O)N1CCCN(Cc2cn(-c3cccc(C)c3)nc2-c2cccc(F)c2)CC1	i	i	i	i	i	5	i	i	i	i	-6
CCCN1C(=O)/C(=C/c2ccc(C)s2)SC1=Nc1ccc(OC)cc1	i	i	i	i	i	10	i	i	i	i	18
O=C(COc1ccc(S(=O)(=O)NCc2ccccc2)cc1)N1CCOCC1	i	i	i	i	i	4	i	i	i	i	-2
CSc1nsc(SC)c1C(=O)OCC(F)(F)F	i	i	i	i	i	-2	i	i	i	i	-5
CC(=O)Oc1ccc(N2C(=O)C3C(C2=O)C2C=CC3C23CC3)cc1[N+](=O)[O-] (centres undefined)	i	i	i	i	i	7	i	i	i	i	-4
